human PMI inhibitors = human PMI inhibitors, high substrate, primary screen, biochemical, fluorescence intensity, high mannose 6-phosphate (AID 1220); recombinant PMI enzyme, coupled fluorescence intensity; higher % means a stronger effect; 190,000 tested, 0.66% active; inhibition, % at 20 µM; hits with a dose series show IC50 in µM
b-catenin transl = alters nuclear translocation of beta-catenin in HeLa cells. immunofluorescence imaging. nuclear translocation activity, % at 5 µM. 190,000 tested, 0.3% active;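 active = nuclear translocation activity above 50% at 5 µM, with a well cell count of 50 or more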;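 note: per-cell ratio of nuclear to cytoplasmic median beta-catenin stain intensity; plate controls were DMSO negative control for no effect and GSK-3 inhibitor IX positive control for full effect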
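Read-out: Nuclear/cytoplasmic beta-catenin signal ratio, % activation | Assay system: Human HeLa cell line | Times: 24 h compound exposure at 37°C, 5% CO2 | Signal: Fluorescence imaging of beta-catenin antibody stain plus DAPI | Dosing: 5 µM primary, 0.02–20 µM confirmation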
Autophagy HCS = autophagy modulation, high-content screen; MEF GFP-LC3 puncta imaging; test concentration mostly 10 µM; 190,000 tested, 0.98% active; AID 463193; calls only at 10 µM (by protocol);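 active = percentage of spot-positive cells more than 3 SD above its plate mean, without a fluorescence outlier flag or 80% toxicity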;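 note: spot-positive cell cutoff set from DMSO-treated cells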
Hep lipid drop = modulators of hepatic lipid droplet formation. AML12 mouse hepatocytes, oleate lipid droplets, BODIPY imaging. inhibition, % at 6.5 µM. 240,000 tested, 0.4% active. AID 1656;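 active = lipid droplet intensity inhibited by at least 50%, with more than 500 cells counted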
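Material – AML12 mouse liver cells · Also added – oleate loading, 100 µM · Compound dosing – 6.5 µM single-point dosing · Times – overnight treatment with compound plus oleate · Measured by – fluorescence imaging, 20x objective, two fields per well · Read-out – percent inhibition of filter-corrected integrated lipid droplet intensity per well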
TNAP activators = human TNAP enzyme activators, primary screen, biochemical, luminescent, no phosphate acceptor, uHTS (AID 1001). purified TNAP, luminescent activation assay, no phosphate acceptor; higher activation fold means a stronger effect. 200,000 tested, 0.03% active. activation fold at 20 µM, or EC50 in µM where a hit was titrated; in the data active = activation fold from about 3, or a potency from the dose series; inactive = the rest, 99 in 100 with activation fold below about 1.6; note: many of its hits are not listed in these tables
PMI inhibitors = MPI enzyme activity inhibition – biochemical, fluorescence intensity, coupled assay, primary screen (AID 1209). purified PMI enzyme, coupled fluorescence intensity; higher % means a stronger effect. 190,000 tested, 0.42% active. inhibition, % at 20 µM, or IC50 in µM where a hit was titrated;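 note: plate controls were DMSO vehicle for no effect and wells lacking substrate for full effect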
T cell HTS = T cell immune modulation candidate; calls only at 7 µM; 330,000 tested, 0.068% active; 2C CD8+ T cell-vesicle binding, flow cytometry; active compounds read low; AID 2052;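 active = response, share of CD8 T cells binding vesicles, and their 90th percentile fluorescence all below set limits, cut at about 80% in these data, passing the limit was not always enough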
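Test system: purified 2C TCR transgenic mouse naive CD8+ T cells. Probe or stimulus: QL9-peptide-loaded Drosophila micro-vesicles bearing Ld, ICAM-1 and B7-1. Incubation: binding step 1.5 h, 37 °C, antibody labelling 20 min, ice. Measured by: flow cytometry of vesicle-bound cells.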
Ins promoter up = MIN6 insulin promoter up-regulation | MIN6 insulin promoter-GFP reporter, high-content imaging; active compounds read high | z-score at 5 µM | 190,000 tested, 0.3% active;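 active = z-score above 3 at 5 µM with at least 500 cells counted in the well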
MT stabilizer = stabilizes microtubules in HeLa cells | 200,000 tested, 0.83% active | HeLa tubulin immunostaining HCS, 24 h; share of cells brighter than vehicle mean+2SD | % tubulin-high responders, % at 10 µM;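 active = plate Z-score above 3 for both tubulin-high and condensed-nucleus cell shares, with cell loss under 80%, at 10 µM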;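 note: anti alpha tubulin signal scored within the nucleus-defined area of each cell; some results filed as inactive read as strong as hits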
Ins promoter up cell count = recorded beside Ins promoter up, whose call it bears; cell count; measured here: cytotoxicity, nuclei count;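 total cells summed across four imaged fields per well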
Hep lipid drop cells 6.5 µM = also measured in Hep lipid drop; calls as there; cell count; measured here: cell count, cytotoxicity flag;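 cells counted across two imaged fields per well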
b-catenin transl cell count 5 µM = second read-out of b-catenin transl, no call of its own (marks repeat the call); cell count; measured here: cell count, cytotoxicity flag
T cell HTS vesicle-bound % = recorded beside T cell HTS, whose call it bears; double positive events, %; measured here: CD8+ vesicle-bound cell fraction;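 binding gate set so that unloaded-vesicle control wells show 10% double positive cells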
MT stabilizer Hoechst-high % = second read-out of MT stabilizer, no call of its own (marks repeat the call); % Hoechst-high responders; measured here: nuclear condensation Hoechst responders;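 share of cells brighter than vehicle mean plus two SD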
MT stabilizer cytotoxicity % = further read-out of MT stabilizer, marked with its call; toxicity, %; measured here: cytotoxicity by cell density;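 0% = mean cell density of plate MIN control wells and 100% = no cells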
Autophagy HCS cell loss 18 h = also measured in Autophagy HCS; calls as there; toxicity, %; measured here: cell loss, nuclei count;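 cell loss after 18 h compound exposure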
Starred values were filed as active, the others as inactive; i = inactive; / = not tested or not shown; + = active, no number. Cut-off read from the data, not from the text of the source, unless noted: active = inhibition above about 50%; inactive = the rest.

entry	compound	MT stabilizer Hoechst-high %	T cell HTS vesicle-bound %	MT stabilizer cytotoxicity %	Autophagy HCS cell loss 18 h	MT stabilizer	human PMI inhibitors	Hep lipid drop cells 6.5 µM	PMI inhibitors	b-catenin transl	Ins promoter up	Ins promoter up cell count	Hep lipid drop	T cell HTS	b-catenin transl cell count 5 µM	TNAP activators	Autophagy HCS
1	CCc1cc2c(=O)c(-c3ccc4c(c3)OCCO4)coc2c(CN2CCCCC2C)c1O (stereo not given)	1.9	29.6	6.0	-0.3	1.7	1.8%	703	1.4%	0.6	-0.06	1427	11.4	i	993	1	i
2	Cc1cc(C)n(-c2nc(SCCN(C)C)c3c4c(sc3n2)CCCC4)n1	0.7	56.5	11.2	14.3	3.6	-3.3%	/	8.9%	-0.3	-2.12	771	/	i	1361	1.1	i
3	CCOC(=O)/C(C#N)=C/c1cc(C)n(-c2ccc(C)cc2)c1C	1.2	39.3	7.8	-7.8	1.6	9.5%	738	10.1%	/	/	/	-4.8	i	/	1.2	i
4	O=C(NCCNc1cc(Cl)ccc1[N+](=O)[O-])c1ccco1	2.1	54.3	3.4	20.0	6.1	14.3%	696	15.5%	-1.5	-0.22	1496	5.4	i	1081	1	i
5	COc1ccc(C(c2nnnn2C2CCCC2)N2CCN(c3ccccc3)CC2)cc1 (stereo not given)	1.5	38.7	7.3	6.0	4.4	11.0%	749	6.1%	-2.2	-1.15	839	-5.6	i	1184	1.1	i
6	O=C(OCCN1C(=O)c2ccccc2C1=O)c1cc(S(=O)(=O)N2CCOCC2)ccc1Cl	3.3	14.8	14.3	1.8	7.3	13.7%	671	12.6%	-4.0	0.57	1942	1.1	i	1098	0.9	i
7	C/C(=N\NC(=O)c1ccc([N+](=O)[O-])cc1)c1cc2ccccc2oc1=O	2.0	17.3	5.8	-2.7	3.2	-6.1%	694	-7.2%	-4.0	-0.16	1459	0.5	i	1102	1	i
8	COc1ccc2c(c1)CCc1c(C(=O)N3CC4(C)CC3CC(C)(C)C4)noc1-2 (stereo not given)	1.6	39.4	8.7	-9.0	1.3	12.3%	612	17.2%	/	0.21	1242	-28.0	i	/	1.1	i
9	COC(=O)NNC(=O)c1ccc(C)c(Br)c1	3.6	47.3	4.0	4.6	4.0	3.9%	664	-6.4%	3.0	0.56	1166	-0.4	i	449	1.1	i
10	COC(=O)/C(=C\c1ccc2c(c1)c1ccccc1n2C)NC(=O)c1ccccc1	1.8	59.5	5.5	-4.6	2.8	3.1%	671*	19.0%	0.7	/	/	51.7*	i	1129	1.1	i
11	CC1(c2nnc(-c3ccc(F)cc3)o2)CC(c2ccc(Cl)cc2)=NO1 (stereo not given)	/	19.8	/	/	/	/	686	/	0.0	-0.58	1024	-1.0	i	1172	/	/
12	CC1CCN(C(=S)NC(=O)C2CCCCC2)CC1	1.9	32.1	8.6	1.8	0.9	-6.1%	/	-7.3%	1.6	-0.26	1543	/	i	1278	1	i
13	N#CC(C#N)=Cc1ccc(-c2ccc(S(=O)(=O)N=C(N)N)cc2)o1	3.5	35.3	8.3	8.5	4.2	4.5%	457	17.1%	-0.3	0	1503	4.4	i	1061	1	i
14	CC1c2nc3ccccc3n2C(CC(=O)NCCCN2CCOCC2)C(=O)N1Cc1ccccc1 (stereo not given)	2.1	37.9	11.2	-4.0	2.8	0.9%	706	0.4%	0.2	/	/	-14.0	i	1049	1.1	i
15	O=C(Cc1ccc(S(=O)(=O)N2CCCC2)s1)NC1CCCCCC1	0.7	49.6	5.4	20.4	3.3	17.0%	824	-2.0%	1.0	-1.13	865	-8.9	i	1061	1	i
16	Cc1ccc(C(=O)OCC(=O)Nc2sc3c(c2C#N)CCC3)cc1	2.1	5.3	1.3	0.9	1.6	2.3%	523	8.9%	2.5	0.09	1196	1.3	i	1046	1.1	i
17	COc1ccc(CCCC(=O)NC2CCCCC2C)c(C)c1 (stereo not given)	1.3	5.6	5.5	15.7	1.7	5.1%	/	21.9%	-0.1	0.14	1569	/	i	1321	1.1	i
18	COc1ccc(C2Nc3ccccc3C(=O)N2NS(C)(=O)=O)cc1 (stereo not given)	1.6	60.2	0.6	-18.7	2.8	-3.2%	679	-6.0%	-2.3	-0.69	1221	-10.0	i	1152	1.2	i
19	CCCOC(=O)CSC1=C(C#N)C(c2ccccc2OC)C(C#N)C(=O)N1 (stereo not given)	4.1	43.7	1.5	-1.7	2.6	3.8%	779	12.4%	-7.4	/	/	0.9	i	1159	1.1	i
20	CC(NC(=O)Nn1cnnc1)(C(F)(F)F)C(F)(F)F	3.2	6.6	3.4	3.0	3.8	-15.6%	739	-14.7%	0.3	/	/	1.0	i	1100	1	i
21	O=C(c1ccccc1)N1CCN(c2ncnc3c2cnn3-c2ccccc2)CC1	1.9	46.9	12.6	-3.4	0.9	-3.8%	/	-5.6%	0.4	-1.02	1555	/	i	1334	1	i
22	N#CC(c1ccccc1)N(CCCCl)C(=O)c1ccccc1 (stereo not given)	1.9	57.4	8.7	-16.4	6.5	-6.0%	630	-3.4%	-1.8	-0.15	1393	-63.3	i	1077	1	i
23	O=c1nc2s/c(=C\c3ccc(-c4ccccc4[N+](=O)[O-])o3)c(=O)n2nc1-c1ccccc1	1.9	/	5.3	6.1	3.2	50.5%*	619	3.6%	1.1	0.66	1347	1.4	/	1024	0.9	i
24	CCOc1ccc2[nH]c(=O)c(C(c3nnnn3C3CCCCC3)N3CCN(CC)CC3)cc2c1 (stereo not given)	2.8	44.4	10.4	14.2	6.0	17.7%	/	11.1%	-1.9	-0.84	1066	/	i	943	1	i
25	COC(=O)c1cc2c(ccn2-c2ccc(F)cc2)n1CC(C)C	1.5	52.3	3.2	-0.5	3.2	45.7%	/	23.0%	0.8	-0.22	1422	/	i	1360	1	i
26	Cc1cc2ncc(-c3cccc(Cl)c3)cn2n1	2.8	45.6	6.3	18.6	2.3	0.6%	/	-6.7%	0.5	0.18	984	/	i	1088	1.1	i
27	Cc1cc(=O)oc(C)c1C(=O)N1CCN(c2ccc(F)cc2)CC1	1.5	17.2	5.5	-7.3	2.6	-3.9%	785	-0.4%	-2.0	-0.09	907	6.9	i	1194	1.1	i
28	COc1ccc(S(=O)(=O)N2CCOCC2)c(Cl)c1Cl	1.6	4.1	5.2	-3.6	2.7	6.2%	816	8.5%	-0.3	1.16	1307	4.6	i	868	1	i
29	COC(=O)CNC(=O)Cn1cnc2sc(C)c(S(=O)(=O)N3CCC(C)CC3)c2c1=O	1.4	35.3	66.7	3.2	2.8	-8.9%	700	-9.0%	-1.5	-0.36	1233	23.2	i	1210	1.1	i
30	COc1cccc(NC(=O)COC(=O)c2ccc(F)cc2F)c1	2.3	34.5	9.5	2.8	3.3	35.4%	652	8.4%	/	-0.09	1176	-19.8	i	/	1	i
31	CN(C)/C=C/C(=O)C(F)(F)F	2.4	45.7	0.8	-13.6	1.6	1.8%	731	-5.8%	-2.5	1.19	1218	8.2	i	1120	1	i
32	Cc1cc(C)n2nc(SCCOc3ccc(F)cc3)nc2n1	1.3	47.7	6.1	9.9	1.8	8.0%	722	2.9%	-3.2	2.47	1138	-8.0	i	1108	1	i
33	Cc1ccc(CN2CC(C(=O)O)CC2=O)cc1 (stereo not given)	3.0	21.2	8.2	5.0	4.4	1.7%	802	0.4%	/	/	/	8.1	i	/	1.2	i
34	CN1CCN(C(=O)CN(C)S(=O)(=O)c2ccc3ccccc3c2)CC1	3.5	42.9	0.2	-8.7*	3.8	/	755	/	-0.5	-1.79	1632	8.9	i	1512	1.1	+
35	Cc1nnc(NC(=O)CSc2nnc3scc(-c4ccc(C)c(C)c4)n23)s1	1.9	51.6	4.8	-15.2	4.4	1.5%	/	0.7%	-4.0	0.37	1181	/	i	975	1.1	i
36	Cc1oc(-c2ccccc2Cl)[n+]([O-])c1C	3.2	3.8	9.5	0.8	2.1	-7.8%	745	-2.1%	/	/	/	5.9	i	/	1.1	i
37	Cc1[nH]c(=S)c(C#N)c(C)c1Cc1ccccc1	/	25.6	/	/	/	/	622	/	-1.2	-0.26	1131	-9.9	i	1342	/	/
38	COC(=O)c1cccc(Nc2nc(-c3cccnc3)nc3ccccc23)c1	/	49.2	/	/	/	/	711	/	0.0	-0.85	816	20.9	i	1319	/	/
39	O=C(CN1CCN(Cc2ccccc2)CC1)Nc1ccc(Cl)cn1	1.2	30.3	5.2	-13.9	4.2	-8.3%	683	2.4%	/	-0.07	1139	-1.2	i	/	1.1	i
40	CCOc1cc(-c2conc2N)cc(OCC)c1OCC	1.9	52.7	5.3	5.7	3.7	4.6%	731	6.4%	1.4	/	/	13.4	i	1040	1.1	i
41	O=C(CSc1nc2ccccc2n1CC(=O)N1CCCC1)NCc1ccc2c(c1)OCO2	2.3	/	8.1	6.5	5.5	-0.8%	/	3.5%	-0.1	-1.51	942	/	/	1145	1.1	i
42	CN(CC(=O)Nc1ccc(N2CCOCC2)cc1)CC(=O)Nc1ccc(N2CCOCC2)cc1	/	53.2	/	/	/	/	654	/	1.9	0.87	1015	-1.2	i	1233	/	/
43	O=C1CCSc2ccc(Cl)cc2N1Cc1cccc(Cl)c1	1.2	36.1	1.0	4.9	2.0	1.9%	614	0.4%	-5.8	0.27	1830	-0.5	i	1090	0.9	i
44	O=C(NCCc1ccc(Cl)cc1)C1CCC(=O)N1Cc1ccc(F)cc1 (stereo not given)	3.5	53.9	1.5	3.5	1.9	-3.0%	/	-2.0%	/	-1.24	967	/	i	/	1.3	i
45	CCOC(=O)c1sc(C)c2c(=O)n(Cc3ccc(Cl)cc3)cnc12	1.4	1.4	6.3	29.0	2.3	-8.4%	784	-6.8%	2.1	/	/	17.3	i	481	1	i

Assay outcomes as filed in PubChem BioAssay.
